mcGAS inh = inhibitors of mouse cGAS; AID 1259399; actives 0.15% (n = 160,000); inhibition, % at 12.5 µM; recombinant cGAS, Kinase-Glo ATP depletion luminescence;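 further: 0% = negative control wells and 100% = reference inhibitor with no enzyme activity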
NPYLR7 agonist = activates Aedes aegypti NPYLR7 receptor; HEK293T NPYLR7/Galpha15, GCaMP6s calcium fluorescence; actives 0.15% (n = 270,000); activation, % at 10 µM; in the data active means activation above about 40%;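 further: 0% = vehicle and 100% = reference agonist at the receptor; some compounds past the cut are filed as inactive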
hcGAS lum = inhibitors of human cGAS | recombinant h-cGAS, ATP depletion, Kinase-Glo luminescence | actives 0.081% (n = 290,000) | inhibition, % at 12.5 µM;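 further: 0% = vehicle reaction and 100% = reaction without DNA for no activity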
Target sequence (Q8N884 whole entry, looked up): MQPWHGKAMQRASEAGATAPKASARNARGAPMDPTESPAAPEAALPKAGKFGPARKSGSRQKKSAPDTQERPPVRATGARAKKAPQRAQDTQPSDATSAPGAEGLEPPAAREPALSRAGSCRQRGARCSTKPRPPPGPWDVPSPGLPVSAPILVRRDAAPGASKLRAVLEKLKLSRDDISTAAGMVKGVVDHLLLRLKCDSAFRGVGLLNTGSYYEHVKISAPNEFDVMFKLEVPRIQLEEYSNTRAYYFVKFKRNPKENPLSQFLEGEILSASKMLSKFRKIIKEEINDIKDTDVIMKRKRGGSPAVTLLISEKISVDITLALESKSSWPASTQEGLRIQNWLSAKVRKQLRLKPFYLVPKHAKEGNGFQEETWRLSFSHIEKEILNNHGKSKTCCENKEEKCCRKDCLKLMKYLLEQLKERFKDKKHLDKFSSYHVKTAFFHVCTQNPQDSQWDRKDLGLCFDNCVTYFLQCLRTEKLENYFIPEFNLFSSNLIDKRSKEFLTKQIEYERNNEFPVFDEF
Active calls of the source: *; nt = no result given; & = joins results of further samples. Unless noted, no stated cut-off is given here; in the data, active means inhibition above about 40%; inactive means the rest.

SMILES	mcGAS inh	NPYLR7 agonist	hcGAS lum
Cc1ccc(-n2nc3c(c2NC(=O)c2ccc4ccccc4c2)CS(=O)(=O)C3)cc1	nt	-4	-3
Nc1cc(-n2cnnc2)ccc1Cl	nt	4	-1
O=C(Nc1cccc(N2CCOC2=O)c1)c1cc2c(s1)CCC2	3	-1	0
O=C(Nc1ccc(N2CCN(C(=O)C3C[C@H]3c3ccccc3)CC2)nc1)c1ccccc1F (stereo not given in full)	0	-6	2
O=C(c1ccc(F)cc1Br)N1CCC(NS(=O)(=O)c2ccccc2)CC1	-2	0	-2
O=c1cc(C(F)(F)C(F)(F)C(F)(F)C(F)(F)F)nc(-c2ccccc2)[nH]1	nt	1	-4
CC(=O)N1CCc2c(nc(-c3cccnc3)nc2NCCc2ncc[nH]2)C1	nt	6	-8
O=C(O)c1ccc(-c2c(C(F)(F)F)oc3cc(O)ccc3c2=O)cc1	nt	5	-4
O=S(=O)(C1CC1)N1CCC(OCc2nc(C3CC3)no2)CC1	-5	nt	-9
C=CCN(C(=O)C1CCc2ccccc2C1)C(C)C (stereo not given)	nt	-3	-9
COC(=O)c1ccc(COC(CN2CCN(C(=O)C3CCN(C(C)=O)CC3)CC2)c2ccc(Cl)cc2)cc1 (stereo not given)	0	0	1
CCSCCOC(=O)C1=C(C)N(C)C(=O)NC1c1ccccc1OCc1ccccc1 (stereo not given)	-4	-3	-7
COc1ccc(C2(C(=O)N3CC(c4cccnc4)C3)CC2(C)C)cc1 (stereo not given)	-13	nt	-6
CC(C)CCCC(C)NC(=O)C1CCN(S(=O)(=O)c2ccccc2F)CC1 (stereo not given)	-8	3	-4
O=c1c2c(F)c(F)c(F)c(F)c2on2c3c(nc12)CCCC3	nt	10	-2
COc1ccc2c3c1CN(C1CCOCC1)CC3=CC(C)(C)CO2	-4	6	4
O=C(C1CCCC1)N1CCN(Cc2ccc(-c3noc(C4CCCC4)n3)cc2)CC1	-7	4	-7
Cc1ccsc1CN(C)Cc1coc2ccccc2c1=O	nt	1	-7
CCc1ccc(C=c2sc(=C(C#N)C#N)n(C)c2=O)cc1	nt	8	-5
N#Cc1c(F)cccc1NC1CCN(C(=O)c2ccoc2)CC1	-5	-11&2	13&-6
Cc1cc(-n2cnnc2)ncc1-c1cccc(C(F)(F)F)c1	-1	-3	-2
C=CC[C@@H]1CC=C[C@@H](c2ccccc2)N1C(=O)c1ccc(NC(C)=O)nc1	nt	2	3
Cc1ccc(N2CCN(C(=O)c3ccccc3N3CCC(N)CC3)CC2)cc1C	nt	-2	-2
N#Cc1cc2c(cc1NS(=O)(=O)c1ccc(-c3ccccc3)cc1)OCO2	nt	-1	3
Cc1oc(-c2cccs2)nc1CSc1nnc(-c2cccs2)n1CC(N)=O	-1	3	-1
COc1ccccc1C(=O)N1CCCN(c2nc(CCC(C)C)nc3c2cnn3-c2cccc(Cl)c2)CC1	-3	35	-6
Cc1c(-c2ccc(Cl)cc2)nc2n1CCCC2	nt	0	-7
COc1ccccc1C(=O)N1CCN(c2cc(C)nc(-c3cccc(F)c3)n2)CC1	-3	22	-6
O=S(=O)(NC1CCCCCCC1)c1ccc(Cl)cc1	nt	20	1
O=C(O)c1coc(CN(Cc2ccccc2)Cc2cccc(Cl)c2Cl)n1	-3	5	-3
Cc1nc(-n2ncc(C#N)c2N)c2cnn(-c3ccccc3)c2n1	nt	6	-5
CC(C)(C)c1nn(-c2ccc(F)cc2)c2c1C(c1ccccc1Cl)SCC(=O)N2CC(=O)NCc1ccc(F)cc1 (stereo not given)	-3	24	-3
CC(NC(=O)N1CCCC(N(C)C)C1)c1cccc(-n2ccnc2)c1 (stereo not given)	-6	6	-8
COC(=O)c1c(N2C(=O)CC(Sc3ncccc3C(=O)O)C2=O)sc2c1CCC(C)C2 (stereo not given)	0	-13	-5
Cc1c(N)c(=O)n(-c2ccccc2)n1C	-4	-14&2	-2&-2
N#CCc1nc2ccccc2o1	nt	2	-7
O=C(CCSCCC(=O)NCc1ccco1)NCc1ccco1	nt	5	-7
COC(=O)c1sc2nc(C)nc(N3CCC(C(=O)OC)CC3)c2c1C	nt	-4	-7
CCCC1CN(c2ccc(OC)cc2)C(=O)c2cccnc2O1 (stereo not given)	7	-5	14
CCOC(=O)Cn1c(=O)c2c(nc3n(CCOC)c(C)cn23)n(C)c1=O	nt	16	-12
CCOCCCNC(=O)c1cc(NC(=O)c2ccc(Cl)cc2Cl)ccc1N1CCCCC1	-3	0	2
C=CCn1c(SCc2ccc(F)cc2F)nnc1-c1cccc(C)c1	-4	nt	-4
N=c1c2c(-c3ccccc3)c(-c3ccccc3)n(Cc3ccco3)c2ncn1CCCN1CCOCC1	nt	-8	0
CC(C)c1cccc2sc(Cl)nc12	-2	-23	0
CCCOC1CCCN(C(=O)c2c(Cl)cnn2CC)C1 (stereo not given)	3	nt	14
CC1=C(C(=O)OCCc2ccccc2)C(c2ccc(N(C)C)cc2)NC(=O)N1 (stereo not given)	-7	1	-6
Cc1ccc(OCC(=O)N2CCC(n3c(C)nc4ccc(C)cc43)CC2)cc1	-5	5	-7
CCCN(C)c1cc(C)nc(SCc2cccc(C(=O)NCc3ccccn3)c2)n1	2	nt	-1
NS(=O)(=O)c1ccc(CCNC(=O)Cn2c3c(c4ccccc42)CCC3)cc1	nt	2	-3
COc1ccc(Oc2cc(N(C)Cc3ccccc3)ncn2)cc1	-5	-14	-4
Cc1ccc(-n2ncc3c(=O)n(NC(=O)c4c(F)cccc4Cl)cnc32)cc1C	nt	8	-2
CN(C)CCCNCCP(=O)(c1ccccc1)c1ccccc1	nt	6	-4
Cc1cc(C)cc(OCC(=O)NC(C(N)=O)c2ccccc2)c1 (stereo not given)	-17	2	-1
CCN(CC(=O)NC(C)(C)C)C(=O)Cn1c(=O)c2c(ncn2C)n(C)c1=O	nt	2	-6
Cc1ccc(-c2ccc(=O)n(CCN3CCCCC3)n2)cc1	nt	11	-12
COCCCNC(=O)c1cn(CCOC)cc2c(=O)n(-c3ccccc3)nc1-2	-5	4	-3
Cc1cc(C)c(C)c(S(=O)(=O)N2CCN(Cc3cc(=O)c(OCc4ccc(C(C)(C)C)cc4)co3)CC2)c1C	-5	27	-12
CN(Cc1ccccc1)C1(CNC(=O)c2ccnn2C)Cc2ccccc2C1	nt	13	-4
COc1cccc(C2=N/C(=C\c3coc4ccccc4c3=O)C(=O)O2)c1	-3	-8	-2
O=C(O)c1c(Cl)nc(Br)n1-c1ccccc1	nt	10&-2	-4&-7
(listing goes on)
SMILES	mcGAS inh	NPYLR7 agonist	hcGAS lum
CCN(CC)C(=O)Cn1c(-c2ccoc2)nc(C)c1C	nt	20	-7
O=C1CN(CC(=O)Nc2cc(Cl)c(Cl)cc2Cl)CCN1	-1	-1	3
c1cnn(-c2nc(N3CCOCC3)nc(N3CCOCC3)n2)c1	nt	11	1
COC(=O)C1=C(N)N(c2ccc(N3CCCCC3)cc2)C(=O)C1	nt	2	-4
CC(C)CN(C)CCCN1CC2(CCN(c3ccnc(N)n3)CC2)OC1=O	-1	nt	4
COc1ccc(C(C2Sc3nc(C)nn3C2=O)N2CCN(C)CC2)cc1 (stereo not given)	nt	-3	-10
c1cn(-c2ccc3cn[nH]c3c2)c(-c2ccc(C3CCCCO3)o2)n1 (stereo not given)	nt	-1	2
CN1CCN2CCN(Cc3cccc4nsnc34)CC2C1=O (stereo not given)	nt	19	-3
COc1ccc(CNc2ccccc2-n2cccn2)cc1C	nt	12	-14
Nc1nnc(SCc2cc3c(cc2Cl)OCO3)s1	nt	4	-10
O=C(Nc1cccc(-c2cccc(-c3ccc4c(c3)OCCO4)n2)c1)C1CCCCC1	-6	-7	-8
O=C1CC(c2cnc3ccccc3n2)c2cc3cn[nH]c3cc2N1 (stereo not given)	-1	nt	-4
Cn1ccnc(NC(COc2ccccc2F)c2ccccc2)c1=O (stereo not given)	nt	-11	-6
O=C(Nc1cccc2ccccc12)N(C1=NCCS1)c1ccccc1	nt	-2	-3
CS(=O)(=O)N1CCn2c1nc1ccccc12	nt	0	-4
Cc1ccc(C2(O)CCN(c3cc(C(=O)O)c4ccccc4n3)CC2)nc1	2	-4	1
S=c1[nH]nc(-c2snnc2-c2ccccc2)n1CC1CCCO1 (stereo not given)	-3	-8	-4
Cc1ccc(C(C)(C)C)cc1S(=O)(=O)Nc1ncnc2sccc12	nt	0	-7
O=C(CN1CCCC(CCc2ccccc2C(F)(F)F)C1)N1CCOCC1 (stereo not given)	nt	10	-5
Cc1ccc(CN2CCC(CNC(=O)C3CCNCC3)C2)c(C)c1F (stereo not given)	-13	1	-1

3 entries from above, arranged by molecular weight, lowest first.
SMILES	mcGAS inh	NPYLR7 agonist	hcGAS lum
CN1CCN2CCN(Cc3cccc4nsnc34)CC2C1=O (stereo not given)	nt	19	-3
CC(C)CN(C)CCCN1CC2(CCN(c3ccnc(N)n3)CC2)OC1=O	-1	nt	4
O=C(CN1CCCC(CCc2ccccc2C(F)(F)F)C1)N1CCOCC1 (stereo not given)	nt	10	-5

Going on with the list:
SMILES	mcGAS inh	NPYLR7 agonist	hcGAS lum
CCCCS(=O)(=O)N1CCN(c2cc(S(=O)(=O)N(C)c3ccc(OC)cc3)ccc2OC)CC1	-5	-6	-3
CC(C)CN(C)Cc1nc2c(cnn2-c2ccccc2)c(=O)[nH]1	nt	-19	-10
O=C(Nc1ncccc1OC(F)F)c1ccccn1	-17	3	-4
CCCCCCNC(=O)c1cccc(CSc2nc(Cl)cc(N3CCC(C(C)=O)(c4ccccc4)CC3)n2)c1	-6	nt	-3
Cc1noc(CN(C)C(=O)CSC23CC4CC(CC(C4)C2)C3)n1	-18	1	-6
CC=CCn1c(NC)nc2c1c(=O)[nH]c(=O)n2C	-4	0	-3
CSc1cccc(NC(=O)CN2CCCCC2)c1	nt	-3	-5
CC(=O)c1ccc(N2CCN(C(=O)C3CCCN3C(=O)OC(C)(C)C)CC2)cc1 (stereo not given)	nt	0	3
Cc1noc(C(C)S(=O)Cc2ccc(F)cc2Cl)n1 (stereo not given)	-15	9	-6
Cc1cccc(C(C)NC(=O)NCCS(C)(=O)=O)c1C (stereo not given)	nt	10	-9
CN1CCCC1=NS(=O)(=O)c1ccc(NC(=O)C2CC(=O)Nc3ccccc32)cc1 (stereo not given)	nt	0	-3
c1ccc2c(NCC3CCCO3)nc(N3CCCCC3)nc2c1 (stereo not given)	nt	0	-7
Cc1cccc(N2C(=O)c3cccc4cccc(c34)C2=O)c1	nt	4	-1
C/C=C(\C)C(=O)N1CCN(c2nc3nccc(-c4ccc(N5CCOCC5)cc4)n3n2)CC1	-7	4	-5
Cc1ccc(C)c(Cn2c(CO)nc3ccccc32)c1	-2	-5	-5
CC(=O)OC(C(=O)N1CCc2ccccc2C1c1ccc(F)cc1)c1ccccc1 (stereo not given)	-7	-3	-5
Cc1cc(C)n(CCNC(C)COc2ccccc2)c(=O)n1 (stereo not given)	-9	10	-4
CC(C)CNC(CC(=O)Nc1cc(Cl)ccc1Cl)C(=O)O (stereo not given)	nt	4	-10
CCNC(=O)CSc1ncnc2c1nnn2CC	nt	0	1
O=C1CCC(C(=O)N2CCN(C3CCCCC3)C(=O)C2)CN1CCc1ccc(Cl)cc1 (stereo not given)	nt	0	-6
CNC(=O)[C@@H]1CN(C(=O)Cc2c(C)noc2C)C[C@H]1C1CCN(C)CC1	-7	nt	-15
COc1ccc(-n2nc(C(=O)O)c(=O)n(Cc3cccc(F)c3)c2=O)cc1OC	nt	25	-1
Cc1cccc(COC(CN2CCN(C(=O)c3ccco3)CC2)c2ccc(Cl)cc2)c1 (stereo not given)	-5	5	-5
CCCc1[nH]n(-c2ccc(Cl)c(Cl)c2)c(=O)c1C1=C([n+]2ccccc2)C(=O)N(C(C)C)C1=O	-8	-7	-13
COc1ccc(-c2cc(-c3ccccc3)nc(SCC(=O)Nc3nccs3)c2C#N)cc1	5	1	6
C[C@]12C=CC(=O)C=C1CC[C@H]1[C@@H]3C[C@@H](O)[C@](O)(C(=O)CO)[C@@]3(C)C[C@H](O)[C@@]12F	-5&-4	-2&4	-7&7
CCc1ccc(CNCc2cn(-c3ccccc3)nc2-c2ccc(OC)cc2F)nc1	nt	1	-9
CCCc1nc2ccc(Br)cn2c1NC(C)(C)C	-1	nt	0
CN(Cc1ccccc1)c1ccc([N+](=O)[O-])cc1S(=O)(=O)N1CCOCC1	-5	-4	0
CNC(=O)c1cccc(NC(=O)c2ccc(-n3cccc3)cc2C)c1C	-8	1	-9
CC(C)c1ccccc1NC(=O)c1cccnc1Nc1cc(Cl)cc(Cl)c1	-2	-3	-6
COc1cccc(C(=O)N2CCC3(CC2)C(=O)N(CC(=O)NC2CCCCC2)CN3c2ccccc2)c1	-6	25	-5

In the list so far, 7 have a COOH group:
SMILES	mcGAS inh	NPYLR7 agonist	hcGAS lum
O=C(O)c1ccc(-c2c(C(F)(F)F)oc3cc(O)ccc3c2=O)cc1	nt	5	-4
O=C(O)c1coc(CN(Cc2ccccc2)Cc2cccc(Cl)c2Cl)n1	-3	5	-3
COC(=O)c1c(N2C(=O)CC(Sc3ncccc3C(=O)O)C2=O)sc2c1CCC(C)C2 (stereo not given)	0	-13	-5
O=C(O)c1c(Cl)nc(Br)n1-c1ccccc1	nt	10&-2	-4&-7
Cc1ccc(C2(O)CCN(c3cc(C(=O)O)c4ccccc4n3)CC2)nc1	2	-4	1
CC(C)CNC(CC(=O)Nc1cc(Cl)ccc1Cl)C(=O)O (stereo not given)	nt	4	-10
COc1ccc(-n2nc(C(=O)O)c(=O)n(Cc3cccc(F)c3)c2=O)cc1OC	nt	25	-1

Screening data from PubChem.
